Assay outcomes deposited in PubChem BioAssay by several laboratories.
SRC3 inh: human NCOA3 inhibition. Q9Y6Q9. HEK293 GAL4-SRC3 luciferase reporter, luminescence. inhibition, % at 3.6 µM. 360,000 tested, 0.17% active;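 active means inhibition above a per-campaign cutoff, the mean of all compounds plus 3 SD, cut at about 60% in these data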;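 further: 0% = DMSO-treated cells and 100% = gossypol-treated cells at 36 µM; higher means less SRC3-driven luciferase light from the GAL4 reporter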
ABHD5-PLIN5 inh: blocks binding of human ABHD5 to perilipin-5; Q00G26+Q8WTS1; Split G. princeps luciferase complementation, luminescence, 4 h; inhibition, % at 4 µM; 360,000 tested, 0.78% active; AID 602281;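 active means inhibition above the mean inhibition across every tested compound plus 3 SD, cut at about 22% in these data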;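 further: 0% = DMSO only wells and the 100% control is not disclosed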
NR5A2 inv ag: inverse agonists of human LRH-1 (NR5A2); O00482; HEK293T StAR-luciferase reporter, LRH-1 transfected, 24 h; inhibition, % at 3.6 µM; 360,000 tested, 0.13% active;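 active means inhibition above the mean inhibition of all tested compounds plus 3 SD, cut at about 73% in these data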;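 further: 0% = DMSO wells and 100% = reporter-only cells lacking LRH-1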
Target sequence (O00482 whole entry, looked up): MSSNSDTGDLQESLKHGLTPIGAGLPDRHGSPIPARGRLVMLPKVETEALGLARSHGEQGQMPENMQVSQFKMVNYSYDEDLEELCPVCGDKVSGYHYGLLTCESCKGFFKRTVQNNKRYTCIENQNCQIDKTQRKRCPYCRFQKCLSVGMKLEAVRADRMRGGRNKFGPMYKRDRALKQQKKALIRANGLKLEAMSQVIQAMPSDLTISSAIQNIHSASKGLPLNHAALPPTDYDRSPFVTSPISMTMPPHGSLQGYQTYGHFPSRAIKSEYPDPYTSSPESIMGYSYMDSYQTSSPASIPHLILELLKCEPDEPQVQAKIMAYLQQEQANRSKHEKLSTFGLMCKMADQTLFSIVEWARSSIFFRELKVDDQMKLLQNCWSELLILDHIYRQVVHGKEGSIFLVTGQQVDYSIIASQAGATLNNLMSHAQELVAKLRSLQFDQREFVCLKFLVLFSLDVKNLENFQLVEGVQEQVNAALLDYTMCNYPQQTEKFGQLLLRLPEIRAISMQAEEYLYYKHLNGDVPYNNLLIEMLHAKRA
TLR9-MyD88 block: TLR9-MyD88 interaction inhibition | CHO BLA complementation TLR9-MyD88, CCF4 FRET ratio | Q9NR96+Q99836 | inhibition, % at 4.98 µM | AID 504734 | 340,000 tested, 0.21% active;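 active means inhibition above the mean over all tested compounds plus 3 SD, cut at about 21% in these data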;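 further: 0% = DMSO only wells and 100% = clavulanate BLA inhibitor control wells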
TROY signal inh: TROY signaling inhibition; Q293 LMP1-TROYcd NF-kB luciferase reporter, 4 h; inhibition, % at 10 µM; 360,000 tested, 0.98% active; AID 1347056;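 active means compounds whose plate-normalised and pattern-corrected inhibition of the luciferase reporter signal at the single screening dose is 50% or more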
SRC2 inh: human SRC2 (NCOA2) inhibition; inhibition, % at 9 µM; HEK293 GAL4-SRC2 luciferase reporter, luminescence; 370,000 tested, 0.17% active;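 active means inhibition above the mean inhibition of all tested compounds plus 3 SD, set per campaign, cut at about 52% in these data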;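 further: 0% = DMSO treated cells and 100% = cells given Gossypol at 36 µM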
COUP-TFII inh: NR2F2 (human) inhibition, primary screen | HEK293T NGFI-A luciferase reporter, luminescence | inhibition, % at 8.6 µM | 370,000 tested, 0.7% active | AID 686940;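 active means inhibition above a per-plate cutoff, mean inhibition of test wells between control levels plus 3 SD, cut at about 38% in these data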;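 further: cells cotransfected with COUP-TFII expression vector driving the NGFI-A reporter; 0% = median of COUP-TF2 test wells and 100% = reporter-only cells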
Target sequence (P24468 whole entry, looked up): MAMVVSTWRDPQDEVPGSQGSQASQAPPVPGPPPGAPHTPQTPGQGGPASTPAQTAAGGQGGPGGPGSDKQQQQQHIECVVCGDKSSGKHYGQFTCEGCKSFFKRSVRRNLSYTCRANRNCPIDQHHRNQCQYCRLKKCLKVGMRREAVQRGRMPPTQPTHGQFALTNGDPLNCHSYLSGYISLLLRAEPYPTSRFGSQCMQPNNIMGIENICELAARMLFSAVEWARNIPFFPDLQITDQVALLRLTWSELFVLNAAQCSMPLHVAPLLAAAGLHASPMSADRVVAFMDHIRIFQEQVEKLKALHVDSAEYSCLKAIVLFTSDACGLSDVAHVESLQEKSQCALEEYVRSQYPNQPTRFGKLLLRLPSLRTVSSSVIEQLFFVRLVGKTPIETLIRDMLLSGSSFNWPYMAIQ
TWEAK-Fn14 inh: TWEAK-Fn14 signaling inhibition; TWEAK-stimulated Fn14 reporter cells, luciferase luminescence, 8 h; inhibition, % at 10 µM; 360,000 tested, 2% active; AID 1159606; in the data active means inhibition above about 50%
NCOA1 inh: human NCOA1 inhibition. HEK293 GAL4-SRC1 luciferase reporter, luminescence. inhibition, % at 3.6 µM. 360,000 tested, 0.12% active. AID 588354;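 active means inhibition above the campaign mean plus 3 SD, with each screening campaign given its own cutoff, cut at about 60% in these data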;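 further: 0% = DMSO treated cells and 100% = gossypol at 36 µM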
Granule exo inh: lytic granule exocytosis inhibition | inhibition, % at 10 µM | TALL-104 LAMP-1 surface exposure, flow cytometry; cells stimulated with thapsigargin and PMA | 360,000 tested, 0.66% active | AID 651702;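 active means inhibition above about 55%, limit read from the data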
NOD2 RIPK2 PPI: NOD2-RIPK2 protein interaction inhibition. CHO BLA complementation NOD2-RIPK2, CCF4 ratio. AID 624267. O43353. inhibition, % at 4.98 µM. 360,000 tested, 0.38% active; in the data active means inhibition above about 21%;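 further: 0% = vehicle only and 100% = reference blocker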
* marks the source's active call; other numbers are inactive results; / = no result given.

SMILES | SRC3 inh | ABHD5-PLIN5 inh | NR5A2 inv ag | TLR9-MyD88 block | TROY signal inh | SRC2 inh | COUP-TFII inh | TWEAK-Fn14 inh | NCOA1 inh | Granule exo inh | NOD2 RIPK2 PPI
Cc1ccc(C(=O)CSc2cc(C)[nH]c(=O)n2)cc1 | -89 | -18 | -115 | 3 | 15 | -64 | -36 | -24 | -127 | -3 | 11
Cc1ccc(CNCC(=O)Nc2ccc(N3CCOCC3)cc2)cc1 | 19 | 15 | -9 | -3 | -4 | 15 | 0 | 9 | 6 | -8 | 4
CCCC1=NN(C(=O)Cc2ccc(OC)c(OC)c2)C(O)(C(F)(F)F)C1 (stereo not given) | 12 | -9 | 12 | -3 | -4 | -35 | 10 | 3 | -13 | 0 | -1
COc1ccc(C(=O)N/N=C/c2ccc(OC)c(OS(=O)(=O)c3ccccc3)c2)cc1 | 4 | -5 | -14 | 1 | -6 | 1 | -10 | -17 | 1 | 2 | 5
CCOC(=O)c1c(NC(=O)CSc2nnc(C)s2)sc2c1CCC(C)C2 (stereo not given) | 4 | -2 | -21 | -4 | 22 | 1 | 12 | -1 | -2 | 0 | 7
CCCN(CC(=O)Nc1ccc(F)c(F)c1F)C(=O)Cc1ccc(OC)c(S(=O)(=O)N2CCOCC2)c1 | 9 | 1 | -2 | -5 | -7 | 8 | 14 | -8 | -6 | 14 | 11
CCCCc1cc(=O)oc2cc(C)cc(OCC(=O)Nc3ccccn3)c12 | -80 | 6 | -64 | 3 | -19 | -15 | -39 | 37 | -122 | 14 | -28
O=C(Cc1cccs1)Nc1nc2c(s1)CCCC2 | -138 | 0 | -159 | -4 | -17 | -68 | -107 | -91 | -145 | 10 | -3
CCN(CC)C(=O)c1c(-c2ccccc2)oc2ccc(O)cc12 | -4 | 4 | 11 | 2 | 2 | 1 | 11 | 10 | -1 | -5 | -6
CCOC(=O)C(Cc1nc(OCc2ccccc2)cc(OCc2ccccc2)n1)=NO | -12 | -8 | 18 | 0 | 10 | 27 | 1 | 3 | 1 | 8 | 8
O=C(CCCOc1ccc(Cl)cc1)N1CCOCC1 | 0 | 0 | -12 | -10 | -41 | -4 | -2 | -15 | -16 | 0 | -4
N#Cc1sc2nc3c(cc2c1N)CCCC3 | -34 | -3 | -72 | -2 | -14 | -18 | -24 | -1 | -11 | 5 | -6
O=C(c1ccccc1)N1CCN(C2CCCCC2)CC1 | -20 | -5 | 3 | -3 | 24 | -12 | -1 | 4 | -2 | 0 | 6
COc1ccccc1Nc1nc(Cl)nc(Nc2ccccc2OC)n1 | -1 | 3 | 1 | 3 | -22 | 3 | 9 | 5 | -9 | 0 | -12
Cc1onc(-c2c(Cl)cccc2Cl)c1C(=O)OCC(=O)c1ccccc1 | 31 | 6 | -1 | -2 | 1 | 2 | 6 | -7 | 22 | 5 | -13
CC1CN(C(=O)c2ccc(COCC(F)(F)F)o2)CC(C)O1 (stereo not given) | 14 | 1 | 8 | -3 | 6 | -9 | -37 | -2 | 0 | 5 | -9
O=C(O/N=C1/CCCc2occc21)c1ccc(Cl)cc1Cl | 8 | 0 | 19 | 3 | -45 | -10 | -1 | -9 | -22 | -10 | -3
CCCCn1c(N)c(N(CCOC)C(=O)c2ccc(COc3ccccc3)o2)c(=O)[nH]c1=O | -19 | 4 | -5 | -1 | -3 | -19 | -8 | -2 | 8 | 9 | -15
O=C(N/N=C/c1cc(Br)ccc1O)C(=O)Nc1ccccc1OC(F)(F)C(F)F | 60 | -3 | -17 | -5 | 5 | 4 | 13 | 14 | 22 | -3 | 6
COc1ccc(CN(Cc2ccc(OC)cc2)C(=O)c2cccs2)cc1 | -5 | 0 | 11 | / | -11 | 3 | -10 | -24 | -3 | 19 | -10
COc1cc(-c2nc(S(=O)(=O)c3ccc(C)cc3)c(N(C)C)o2)cc(OC)c1OC | 10 | 0 | 5 | -10 | -1 | 1 | 12 | -8 | -21 | 1 | -8
COc1ccc([C@@H]2[C@@H]3C(=O)N(C(C)(C)C)C(=O)[C@@H]3[C@]3(Cc4ccccc4)C(=O)N(c4cccc(Br)c4)C(=O)N23)cc1 | 13 | -7 | 21 | 4 | -10 | -17 | 12 | -15 | -10 | -8 | 2
O=C(C[n+]1cccc(CNC(=O)c2ccc(OC(F)F)cc2)c1)Nc1ccc(SC(F)F)cc1 | 3 | 29* | 0 | 7 | -11 | -11 | 14 | -19 | -3 | -4 | -7
COC(=O)c1sc2ccccc2c1NC(=O)c1ccc(S(=O)(=O)N2CCCC(C)C2)cc1 (stereo not given) | 16 | -7 | 18 | 4 | 8 | -6 | 19 | 19 | -3 | 1 | 5
CC(C)N=C1CCCC1C(=S)SSC(=S)C1CCCC1=NC(C)C (stereo not given) | -10 | -20 | 8 | 6 | -11 | / | / | 6 | -18 | 6 | 5
Cn1ccnc1C(=O)C1CCCN(Cc2cn[nH]c2-c2ccc(-c3ccccc3)cc2)C1 (stereo not given) | -2 | 0 | -11 | -4 | -1 | -22 | 7 | -15 | -17 | 30 | -4
COc1ccccc1Nc1ncccc1[N+](=O)[O-] | 2 | -2 | -4 | 4 | 1 | 11 | 11 | -10 | -4 | 1 | -1
CC1(C(=O)NNC(=O)c2cccc([N+](=O)[O-])c2)CC1(Br)Br (stereo not given) | -18 | -1 | 12 | -10 | 0 | 4 | -12 | -25 | -10 | -13 | -8
CSc1ccc(S(=O)(=O)N2CCC(C(=O)NCCc3ccccc3)CC2)cc1 | 1 | 1 | -6 | 0 | 6 | -11 | -4 | 10 | 5 | 2 | -1
CC1=C(C#N)C(NC(=O)c2cccc(Cl)c2)(C(F)(F)F)C(=O)N1 (stereo not given) | -1 | -1 | -9 | -15 | -18 | 6 | 4 | -1 | 11 | 1 | -4
CCOc1ccc(NC(=O)c2cccc3c2C(=O)N(CC2CCCO2)C3)cc1 (stereo not given) | 4 | 4 | -21 | 2 | -17 | -17 | 2 | -18 | -13 | 0 | 4
COc1cc(C(=O)NC(C)C2CC3CCC2C3)ccc1OC(F)F (stereo not given) | 31 | -4 | 0 | -1 | 3 | 11 | 15 | -13 | 9 | -1 | -11
O=C(NCc1ccccn1)NC1CCCCC1 | 2 | 0 | -19 | 5 | -27 | -18 | 18 | -3 | 6 | 0 | -7
COc1ccc(CCN2CC(C(=O)NCc3nc(C)c(C)s3)CCC2=O)cc1 (stereo not given) | 2 | 3 | 5 | -5 | 0 | 22 | -18 | 0 | -9 | -2 | -4
CCNc1c(NS(=O)(=O)c2ccc(C3CCCCC3)cc2)c(=O)oc2ccccc12 | -7 | 0 | 6 | -5 | 15 | -1 | -25 | -5 | -2 | -14 | -4
COC(=O)c1ccc(CN2CCC(n3nccc3NC(=O)C3CCCC3)CC2)cc1 | 3 | -3 | 9 | -7 | 26 | -5 | -2 | -1 | -4 | -1 | -7
CC(=O)N(C)c1ccc(OCC(O)CN(Cc2ccco2)S(=O)(=O)c2ccc(C)cc2)cc1 (stereo not given) | 19 | 5 | 13 | 9 | -2 | -5 | -7 | 25 | -19 | -2 | -5
CC(C)(C)OC(=O)C[C@H]1C/C=C\C[C@H](CC(=O)NCCO)C(=O)NCCOC1=O | 3 | 5 | -3 | 4 | -11 | -24 | 2 | -22 | 4 | 0 | -11
CCOC(=O)C1=C(C)N=C2SC(C)C(=O)N2C1c1cccc(F)c1 (stereo not given) | -15 | -6 | -8 | -2 | -14 | -1 | -7 | 0 | -4 | 1 | -2
COc1ccc(OC)c(-n2c(CN3CCC(C(N)=O)CC3)nc3ccccc3c2=O)c1 | 26 | 1 | -3 | 8 | -7 | -8 | -2 | -6 | -1 | -2 | 0
COc1ccc(C)cc1Nc1n[n+](-c2ccccc2)c(-c2ccc(SC)cc2)s1 | -87 | 4 | -73 | 11 | -3 | -65 | -46 | -1 | -57 | -11 | -6
COc1ccccc1CNC(=O)COC(=O)[C@H](Cc1c[nH]c2ccccc12)NC(=O)c1cccs1 | -12 | 5 | -7 | -2 | -13 | -25 | -10 | 13 | 1 | 29 | -3
CCN(C(=O)COC(=O)c1[nH]c(=O)[nH]c(=O)c1N)c1ccccc1 | 17 | -5 | 11 | 7 | -1 | -25 | -12 | -15 | -16 | 0 | -8
COc1ccc(/C=C2/Sc3ccc(C(=O)NCCCN4CCOCC4)cc3NC2=O)cc1OC | 2 | 13 | 21 | 7 | -5 | -9 | -20 | -23 | 10 | 0 | 11
O=C(c1noc2c1CCCC2)N1CCN(Cc2ccccc2)CC1 | 0 | 1 | -34 | -5 | -21 | / | / | -13 | -15 | 4 | -5

Grouped by structure, the entries above containing an NH in an aromatic ring (5)
SMILES | SRC3 inh | ABHD5-PLIN5 inh | NR5A2 inv ag | TLR9-MyD88 block | TROY signal inh | SRC2 inh | COUP-TFII inh | TWEAK-Fn14 inh | NCOA1 inh | Granule exo inh | NOD2 RIPK2 PPI
Cc1ccc(C(=O)CSc2cc(C)[nH]c(=O)n2)cc1 | -89 | -18 | -115 | 3 | 15 | -64 | -36 | -24 | -127 | -3 | 11
CCCCn1c(N)c(N(CCOC)C(=O)c2ccc(COc3ccccc3)o2)c(=O)[nH]c1=O | -19 | 4 | -5 | -1 | -3 | -19 | -8 | -2 | 8 | 9 | -15
Cn1ccnc1C(=O)C1CCCN(Cc2cn[nH]c2-c2ccc(-c3ccccc3)cc2)C1 (stereo not given) | -2 | 0 | -11 | -4 | -1 | -22 | 7 | -15 | -17 | 30 | -4
COc1ccccc1CNC(=O)COC(=O)[C@H](Cc1c[nH]c2ccccc12)NC(=O)c1cccs1 | -12 | 5 | -7 | -2 | -13 | -25 | -10 | 13 | 1 | 29 | -3
CCN(C(=O)COC(=O)c1[nH]c(=O)[nH]c(=O)c1N)c1ccccc1 | 17 | -5 | 11 | 7 | -1 | -25 | -12 | -15 | -16 | 0 | -8

The list is partial. The share of hits here may be higher or lower than overall.
